High-throughput results as filed in PubChem BioAssay.
14-3-3 PPI – modulators of 14-3-3 gamma protein binding, primary screen, biochemical, fluorescence polarization; FP, 14-3-3gamma / TMR-pS259-Raf peptide binding; inhibition, % at 40 µM; hit rate 0.19% among 160,000; AID 422, 2006; in the data active = inhibition above about 30%;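 also: 0% = protein plus tracer without compound and 100% = blank with tracer alone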
Target sequence (P61981 whole entry, looked up): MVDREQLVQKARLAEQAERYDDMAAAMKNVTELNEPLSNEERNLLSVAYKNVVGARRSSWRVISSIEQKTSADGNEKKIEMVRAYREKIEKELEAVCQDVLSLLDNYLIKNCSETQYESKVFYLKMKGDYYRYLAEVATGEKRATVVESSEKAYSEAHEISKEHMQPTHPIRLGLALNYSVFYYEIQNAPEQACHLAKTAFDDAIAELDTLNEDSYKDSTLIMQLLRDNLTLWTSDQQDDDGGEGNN
The depositor's hits bear a star; & = joins results of further samples. An excerpt; the hit share may differ from the screen's.

| 14-3-3 PPI | Compound |
| --- | --- |
| -1.7 | CC(C)(C)NCC(O)Cn1c2ccc(Cl)cc2c2cc(Cl)ccc21 (stereo unspecified) |
| 3.2 | CCOC(=O)N1CCN(C2CC(=O)N(c3ccccc3)C2=O)CC1 (stereo unspecified) |
| 5.6 | O=C(NC1CCCCC1)c1cccc(S(=O)(=O)N2CCCCC2)c1 |
| -3.6 | COc1ccc(C2C=C(c3cccnc3)Nc3ncnn32)cc1 (stereo unspecified) |
| 1.2 | Cc1cccc(-c2c3c(=O)n(C)c(=O)n(C)c3c3c(C)cc(C)nn23)c1 |
| -5.5 | COc1ccc(NC(=O)c2cccc(N3C(=O)c4ccc(C(=O)O)cc4C3=O)c2)c(OC)c1 |
| -2.1 | COc1ccc(CNC(=O)c2cc3cc4cc(OC)ccc4nc3o2)cc1 |
| -2.5 | CCS(=O)(=O)N1CCCC(C(=O)NCc2ccc(F)cc2)C1 (stereo unspecified) |
| -42.5 | CC(C)CCNC(=O)c1cc(-c2ccc(Br)s2)nc2ccccc12 |
| -4.7&-8.1 | CC(=O)N1CCCc2cc(S(=O)(=O)N(CC(C)C)CC(C)C)ccc21 |
| -12.0 | COc1cccc(N2CCN(C(=O)c3ccc(Cn4c(=S)[nH]c5cc6c(cc5c4=O)OCO6)cc3)CC2)c1 |
| -2.5 | CC1=C(C(=O)OC(C)C)C(c2ccc(C(C)C)cc2)N2C(=O)C(C)SC2=N1 (stereo unspecified) |
| -11.5 | CSc1nnnn1-c1cccc(O)c1 |
| -5.4 | O=C(NC1CCCC1)c1cc(-c2ccc(Cl)cc2)on1 |
| -3.3 | CCOc1c(NC(=O)c2ccc([N+](=O)[O-])cc2)cc(NC(=O)c2ccc([N+](=O)[O-])cc2)cc1C(N)=O |
| -11.4 | Cc1ccccc1CS(=O)(=O)Cc1ccc(C(=O)NCCCN2CCCC2=O)o1 |
| -8.3 | COc1cc(C(=O)O)ccc1OCc1ccc(Cl)cc1 |
| -6.9 | COc1ccc(Cn2c(SCC#N)nc3c(sc4cccc(F)c43)c2=O)cc1 |
| 2.0 | OC(COCc1ccc(Cl)cc1)CN1CCN(c2ccc(F)cc2)CC1 (stereo unspecified) |
| -0.5 | COc1ccc(CNCc2ccccc2OC)cc1 |
| -5.9 | COc1ccc(Cl)cc1C(=O)Nc1nnc(C(C)C)s1 |
| 0.5 | c1ccc(-n2cnc3cc(NCc4ccncc4)ccc32)cc1 |
| -4.5 | Cc1cc(C)cc(OCC(O)CN2C(=O)NC(C)(C)C2=O)c1 (stereo unspecified) |
| -4.7 | O=C1CC(N2CCN(C/C=C/c3ccccc3)CC2)C(=O)N1CCc1ccccc1 (stereo unspecified) |
| -3.8 | c1ccc(Nc2nc3ccccc3n3cnnc23)cc1 |
| -1.3 | O=C(CC(NS(=O)(=O)c1ccc(Br)cc1)c1ccco1)NCc1cccnc1 (stereo unspecified) |
| -9.0 | Cc1cc(NC(=O)CSc2ncnc3ccccc23)no1 |
| 0.4 | COc1ccccc1Nc1nc(NCCO)c2ccccc2n1 |
| -3.9 | CCCCNC(=O)c1ccc2c(c1)N(Cc1ccccc1Cl)C(=O)CS2 |
| 4.5 | CCCn1c(=O)c2ccccc2n2c(SCCOc3ccccc3F)nnc12 |
| -4.7 | Cn1c(=NC(=O)c2ccc(S(=O)(=O)N3CCCCC3)cc2)sc2cc([N+](=O)[O-])ccc21 |
| -4.7 | CCOC(=O)c1ccc(NS(=O)(=O)c2cc(-c3nnnn3C(C)C)ccc2OC)cc1 |
| -10.4 | O=C(NCc1ccco1)c1ccc2c(c1)N(Cc1ccccc1F)C(=O)CS2 |
| -2.3 | COc1ccc(CCNC2CC(=O)N(c3ccccc3)C2=O)cc1OC (stereo unspecified) |
| -5.2 | S=c1[nH]nc2sc3ccccc3n12 |
| 3.1 | CCOC(=O)C1=NNC2C(=O)N(c3ccccc3F)C(=O)C12 (stereo unspecified) |
| 6.8 | CCOc1ccc(-c2nnn(CC(=O)N3CCN(c4ccc(OC)cc4)CC3)n2)cc1OCC |
| -3.7 | CCOC(=O)C1=C(C)NC(=O)NC1c1ccc(Br)s1 (stereo unspecified) |
| -6.8 | C=CCn1c(COc2cccc3cccnc23)nnc1SCC(=O)O |
| -5.8&-3.9 | Cc1cc(C)nc(Nc2nc3ccccc3[nH]2)n1 |
| -8.0 | Cc1ccccc1CS(=O)(=O)Cc1ccc(C(=O)NCCC(C)C)o1 |
| -19.7 | COc1ccc(C(=O)Nc2sc3c(c2C#N)CCCC3)cc1S(=O)(=O)N1CCOCC1 |
| -8.3 | Cc1ccc(N2C(=O)CSC2c2ccc(F)cc2)cc1 (stereo unspecified) |
| -3.7 | Cn1cc(CC(=O)Nc2cccc(Cl)c2)c2ccccc21 |
| -5.1 | COc1ccc(OC)c(C2CC(c3cccs3)Nc3ncnn32)c1 (stereo unspecified) |
| 1.5 | COc1ccc(S(=O)(=O)N2CCN(C(=O)c3cc(OC)c(OC)c(OC)c3)CC2)cc1 |
| 1.4 | c1ccc(-n2ncc3c(N4CCCC4)ncnc32)cc1 |
| -5.5 | COC(=O)C1CCN(c2cc(=O)n(-c3ccccc3Cl)c(=O)[nH]2)CC1 |
| 1.2 | COc1ccc(N2C(=O)CC(n3c(CCCCO)nc4ccccc43)C2=O)cc1 (stereo unspecified) |
| 3.5 | CC1=C(C(=O)OC(C)C)C(c2ccc([N+](=O)[O-])cc2)c2c(nc(SCc3ccccc3)[nH]c2=O)N1 (stereo unspecified) |
| -3.0 | CCC1(C(=O)O)NC(c2cc(OC)ccc2O)C2C(=O)N(Cc3ccccc3)C(=O)C21 (stereo unspecified) |
| -1.6 | O=S(=O)(Nc1ccc(O)c(-c2c(O)ccc3ccccc23)c1)c1ccc(F)cc1 |
| -2.3 | Cc1cc(C)n(CCCNC(=O)c2ccc3c(c2)NC(=O)CS3)n1 |
| -0.5 | CCOC(=O)N1CCC(NC(=O)CCc2c(C)nc3ncnn3c2C)CC1 |
| -25.8 | Cc1cc(C)c2oc(-c3ccc(C)c(NC(=O)c4cccc(F)c4)c3)nc2c1 |
| 0.7 | CCCn1c(N(C)C)nc2c1c(=O)n(C)c(=O)n2C |
| -48.1 | Cc1ccc(CSC2=Nc3ccccc3C3=NC(c4ccccc4)C(=O)N23)cc1 (stereo unspecified) |
| 9.6 | Cc1ccc(C(=O)CSC#N)o1 |
| 1.0 | CCOC(=O)C1CCN(C(=O)c2cnn3c(C(F)(F)F)cc(-c4ccccc4)nc23)CC1 |
| -8.4 | O=C(Cc1cccs1)N1CCN(c2nc(-c3ccc(Cl)cc3)cs2)CC1 |

Further structures:
| 14-3-3 PPI | Compound |
| --- | --- |
| -39.5 | O=C1CN(C(=O)c2ccccc2C(F)(F)F)C(c2ccc(F)cc2)c2cc(Br)ccc2N1 (stereo unspecified) |
| 7.0 | Cc1cccc(C)c1NC(=O)CCCSc1nnc(-c2ccco2)o1 |
| -3.2&3.1 | O=C(O)Cn1nc2ccccc2n1 |
| -5.6 | COC(=O)C1=C(C)NC(C)=C(C(=O)OC)C1c1ccccn1 |
| -4.0 | O=S(=O)(c1ccc(S(=O)(=O)N(Cc2cccs2)CC2CCCO2)cc1)N1CCCCC1 (stereo unspecified) |
| -6.3 | O=C(O)c1cccc(N2C(=O)c3cccnc3C2=O)c1 |
| -34.3 | CCOc1cccc2cc(C(=O)N3CCCc4cc(C)ccc43)c(=O)oc12 |
| 3.6 | COc1ccc(CCNC(=O)CSc2nnc(Cc3csc(N)n3)n2C)cc1OC |
| -5.0 | COc1ccc(CCNC2CC(=O)N(CCc3ccc(OC)c(OC)c3)C2=O)cc1OC (stereo unspecified) |
| -1.8 | CCN1CCN(C2CC(=O)N(c3ccc(NC(C)=O)cc3)C2=O)CC1 (stereo unspecified) |
| -10.3 | COc1ccc(N2C(=O)CC(Sc3nc(C)c4c(n3)CCCC4)C2=O)cc1 (stereo unspecified) |
| -10.6 | Cc1ccccc1Nc1nc(N2CCOCC2)nc(C)c1[N+](=O)[O-] |
| -3.0 | COc1ccc(C2Oc3nc(SC)nnc3-c3ccccc3N2C(C)=O)c2ccccc12 (stereo unspecified) |
| -5.2 | Cc1cc(C)n2nc(SCC(=O)NC(C)CCc3ccccc3)nc2n1 (stereo unspecified) |
| -5.0 | COc1ccc(C(C(=O)NC2CCCCC2)N2CCC3(CC2)OCCO3)cc1 (stereo unspecified) |
| -0.2&-7.6 | COC(=O)c1sc(S(=O)(=O)N2CCC(C)CC2)c(C(=O)OC)c1C |
| -15.2 | COc1cccc(-c2nc(-c3ccccn3)no2)c1 |
| -0.5 | O=C1c2cccc([N+](=O)[O-])c2C(=O)N1c1ccc(Br)cc1 |
| -5.5 | Cc1ccc(S(=O)(=O)Nc2ccccc2C(=O)Nc2nc(-c3ccc(C#N)cc3)cs2)cc1 |
| 1.9 | CN(CCCNC(=O)c1cc(-c2ccncc2)nc2ccccc12)C1CCCCC1 |
| -2.0 | CCN(CC)c1ncc2c(n1)CC(c1ccco1)CC2=O (stereo unspecified) |
| -4.5 | O=S(=O)(N=Cc1ccc(Br)cc1)c1cccs1 |
| -21.5 | CCCCOC(=O)c1c(N)n(-c2ccccc2OCC)c2nc3ccccc3nc12 |
| -7.3 | CCCOc1ccc2c3c(c(=O)oc2c1OCCC)CCC3 |
| -6.3 | O=C1CC(Cc2ccccc2)C(=O)N1Cc1ccco1 (stereo unspecified) |
| -17.9 | Cc1cc(C)c(C#N)c(S(=O)Cc2ccc(Cl)cc2)n1 (stereo unspecified) |
| -3.0 | N#Cc1c(N)nc2c(c1-c1cccnc1)CCCCC2 |
| -1.2 | Cc1cc(C)nc(/N=C(\N)Nc2ccccc2-c2ccccc2)n1 |
| 3.9 | Cc1ccc2sc(-c3ccc(N=Cc4ccc([N+](=O)[O-])cc4)cc3)nc2c1 |
| 2.1 | O=C(C1COc2ccccc2O1)N1CCN(Cc2ccc3c(c2)OCO3)CC1 (stereo unspecified) |
| 2.7 | CC(=O)N(Cc1cc2ccc(C)c(C)c2n2nnnc12)C1CCCC1 |
| -8.4 | Cc1cccc(CS(=O)(=O)Cc2ccc(C(=O)NCCc3ccc(Cl)cc3)o2)c1 |
| 5.5&5.7 | O=C(O)C1CC(=O)N(c2ccc(F)cc2)C1 (stereo unspecified) |
| -118.2 | O=C(O)c1ccc2c(c1)C1C=CCC1C(c1ccc(O)c([N+](=O)[O-])c1)N2 (stereo unspecified) |
| -4.3 | CCOCCCNC(=O)C1CC(=O)N(C2CCCCC2)C1 (stereo unspecified) |
| 5.0&1.7 | COc1ccc2nc(NC(=O)C3CCCN3S(=O)(=O)c3ccc(C)cc3)sc2c1 (stereo unspecified) |
| -5.7 | Cc1ccc(S(=O)(=O)c2nc(Cc3ccccc3)oc2NCc2ccccc2)cc1 |
| -10.7 | CC1C(=NO)C(C)C(c2ccc(N(C)C)cc2)NC1c1ccc(N(C)C)cc1 (stereo unspecified) |
| -0.6 | CCOC(=O)CCCNC(=O)CCNC(=O)c1ccc(OCC)cc1 |
| 7.2 | Cc1ccc(Cl)cc1N1CCN(S(=O)(=O)c2ccc3c(c2)oc(=O)n3C)CC1 |
| -41.1 | COc1ccc(-n2cc(-c3ccccc3)c3c(=O)[nH]cnc32)cc1 |
| 1.3 | COCC(C)NC(=O)Cn1cnc2c1c(=O)n(C)c(=O)n2C (stereo unspecified) |
| -9.8 | COC(=O)c1ccccc1NS(=O)(=O)c1ccc2c(c1)CCN2C(=O)C1CCC1 |
| -3.0 | Nc1nc(-c2ccc(Cl)cc2)nn1S(=O)(=O)c1ccc(Cl)cc1 |
| 0.7 | COc1ccc(NC(=O)Cc2c(C(=O)O)[nH]c3ccccc23)cc1Cl |
| -15.0 | O=C(CN1C(=O)C2CCCN2c2ncc(Cl)cc21)NCc1ccc2c(c1)OCO2 (stereo unspecified) |
| 2.3 | Cc1ccc2c(c1)C1CC(C)(NC(=S)N1)O2 (stereo unspecified) |
| -4.0 | Cc1cc(C)n(-c2ccc(C(=O)Nc3ccc(S(=O)(=O)NCc4ccco4)cc3)cc2)n1 |
| -3.5 | COCCN1C(=O)c2ccccc2C(C(=O)N2CCN(c3cc(C)ccc3C)CC2)C1c1cn(C)c2ccccc12 (stereo unspecified) |
| -35.0 | COc1cc2c(cc1OC)C(C(=O)N1CCN(c3ccccc3OC)CC1)C(c1ccccc1F)N(C)C2=O (stereo unspecified) |
| -0.6 | CC1Cn2c(COc3ccccc3)nnc2S1 (stereo unspecified) |
| -0.7 | COCCCNc1nc2c(c(=O)n(C)c(=O)n2C)n1C |
| -5.1 | CC(=O)NC(CC(C)C)C(=O)NC(Cc1ccccc1)C(N)=O (stereo unspecified) |
| -14.0 | O=C(CSN1CN(c2ccccc2)C(COc2ccccc2)=N1)NC1CCCCC1 |
| 0.0 | O=C(NCc1cn2ccccc2n1)c1ccccc1 |
| -3.3 | CC(=O)c1ccc(NC(=O)c2ccc(C)c([N+](=O)[O-])c2)cc1 |
| -3.3 | Cc1ccc(C)c(NS(=O)(=O)c2ccc(Cl)cc2[N+](=O)[O-])c1 |
| -0.8 | CCN(CC)c1ncnc2c1c(-c1ccccc1)cn2-c1ccc(F)cc1 |
| -5.0 | O=C(C1CCCCC1)N1CCN(C(=O)C2CCCCC2)CC1 |
| -3.3 | COP(=O)(OC)C(Nc1cccc(C(F)(F)F)c1)c1ccc([N+](=O)[O-])cc1 (stereo unspecified) |

Going on with the list:
| 14-3-3 PPI | Compound |
| --- | --- |
| 2.0 | CCOC(=O)CNC(=O)CSc1nc(NCc2ccccc2)nc(N(C)C)n1 |
| -47.9 | CCOC(=O)c1ccc2nc(C)cc(Nc3ccccc3OCC)c2c1 |
| 0.3&12.4 | CCCOc1ccc(N)cc1N |
| 2.7 | Cc1nnc(NC(=O)Cc2ccc(OCc3c(C)noc3C)cc2)s1 |
| -3.5 | Cc1nn(CCOP(=O)(c2ccccc2)c2ccccc2)c(=O)c2ccccc12 |
| 0.6 | O=C(CC1COc2ccccc2O1)Nc1ccccn1 (stereo unspecified) |
